UBC13 inh: UBC13 polyubiquitin chain formation inhibitors, primary screen, biochemical, TR-FRET, uHTS; Ubiquitin-conjugating enzyme E2 N (Homo sapiens), P61088; inhibition, % at 20 µM; actives 0.47% (n = 330,000); AID 485273, 2010; in the data active = inhibition above about 45%, passing the limit was not always enough
Target sequence (P61088 whole entry, looked up): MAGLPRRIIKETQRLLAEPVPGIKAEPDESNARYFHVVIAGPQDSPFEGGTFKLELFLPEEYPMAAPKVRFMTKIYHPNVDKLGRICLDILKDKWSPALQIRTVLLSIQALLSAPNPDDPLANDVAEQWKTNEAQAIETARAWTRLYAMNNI
HKDC1 inhibitor: HKDC1 hexokinase inhibitors, primary screen, biochemical, fluorescence, uHTS. Q2TB90. recombinant HKDC1, G6PDH/diaphorase resazurin coupled fluorescence. inhibition, % at 20 µM. actives 0.16% (n = 340,000);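 active = inhibition above about 35% when tested at 20 µM, limit read from the data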;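 note: plate controls were DMSO wells with enzyme for no effect and DMSO wells lacking enzyme for full effect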
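test system = in-house recombinant HK5 (HKDC1) enzyme | amount = HKDC1 at 5 µg/mL | control set = DMSO-enzyme wells negative, buffer-substituted wells positive | compound = one dose of 20 µM, 1% DMSO | schedule = reaction time 90 min, room temperature, protected from light | technique = resorufin fluorescence at 613 nm | reagent = glucose with 1 mM ATP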
MIN6 prolif: inducers of MIN6 beta-cell proliferation, primary screen, ATP luminescence, uHTS. MIN6 cells proliferation, ATPlite luminescence, 48 h; cells starved in 0.2% serum; 100% = growth in 10% serum. proliferation, % at 10 µM. actives 0.29% (n = 330,000). AID 2380, 2010;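 active = compounds whose signal lies at least 3.5 SD above the mean of all wells on their plate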;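 note: 0% = DMSO-treated cells in low-serum medium and 100% = 10% serum control; some compounds called inactive have numbers as strong as hits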
PfG6PD inh: PfG6PD enzyme inhibitors, primary screen, biochemical, fluorescence intensity, uHTS | glucose-6-phosphate dehydrogenase-6-phosphogluconolactonase (Plasmodium falciparum 3D7) | PfGluPho enzyme, NADPH resazurin-diaphorase fluorescence | inhibition, % at 20 µM | actives 0.78% (n = 350,000);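 active = inhibition reaching at least a set limit at 20 µM in the primary screen, cut at about 59% in these data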;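 note: 0% = DMSO wells with substrate and 100% = DMSO wells lacking glucose-6-phosphate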
SENP8 block-1: SENP8 protease inhibitors, primary screen, biochemical, luminescence; AID 2540, 2010; inhibition, % at 10 µM; purified SENP8, Z-RLRGG-aminoluciferin cleavage; Sentrin-specific protease 8 (Homo sapiens), Q96LD8; actives 1.2% (n = 330,000); in the data active = inhibition above about 50%
Target sequence (Q96LD8 whole entry, looked up): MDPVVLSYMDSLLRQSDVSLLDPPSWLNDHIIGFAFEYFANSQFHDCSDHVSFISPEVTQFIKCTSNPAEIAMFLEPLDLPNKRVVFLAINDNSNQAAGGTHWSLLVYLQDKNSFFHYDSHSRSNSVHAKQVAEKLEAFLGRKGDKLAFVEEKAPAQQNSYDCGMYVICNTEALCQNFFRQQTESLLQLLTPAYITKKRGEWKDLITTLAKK
SENP6 inh: SENP6 protease inhibitors, primary screen, biochemical, luminescence, uHTS. Sentrin-specific protease 6 (Homo sapiens), Q9GZR1. Recombinant SENP6 catalytic domain, aminoluciferin luminescence. inhibition, % at 10 µM. actives 1.8% (n = 330,000). AID 2599, 2010;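 active = inhibition above about 50% at the single tested dose, limit read from the data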;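 note: plate controls were DMSO wells with enzyme for no effect and DMSO wells lacking enzyme for full effect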
SENP7 inh: SENP7 protease inhibitors, primary screen, biochemical, luminescence, uHTS | actives 1.5% (n = 330,000) | Sentrin-specific protease 7 (Homo sapiens), Q9BQF6 | recombinant SENP7, Z-RLRGG-aminoluciferin luminescence, 40 min | inhibition, % at 5 µM;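 active = inhibition above about 50% at the single test dose, limit read from the data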;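 note: plate controls were DMSO with enzyme for no effect and no enzyme buffer wells for full effect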
Target sequence (Q9BQF6 706-1050 limits assumed): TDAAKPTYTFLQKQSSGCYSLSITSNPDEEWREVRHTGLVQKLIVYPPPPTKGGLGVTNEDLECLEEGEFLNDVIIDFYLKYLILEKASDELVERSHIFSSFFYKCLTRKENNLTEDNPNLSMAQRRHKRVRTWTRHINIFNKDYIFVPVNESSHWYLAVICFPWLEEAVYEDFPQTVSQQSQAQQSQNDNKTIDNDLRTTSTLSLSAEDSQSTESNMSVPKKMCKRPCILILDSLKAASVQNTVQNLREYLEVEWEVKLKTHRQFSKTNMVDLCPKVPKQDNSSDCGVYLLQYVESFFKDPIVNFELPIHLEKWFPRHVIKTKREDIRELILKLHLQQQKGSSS
SENP1 FRET inh: human SENP1 catalytic domain inhibitors, primary screen, biochemical, FRET, uHTS. Sentrin-specific protease 1 (Homo sapiens), Q9P0U3. inhibition, % at 10 µM. recombinant SENP1 catalytic domain, CyPet-SUMO1-YPet FRET cleavage. AID 624204, 2012. actives 0.21% (n = 360,000);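 active = inhibition at least 30% at 10 µM, raw YFP signal under a set limit, fluorescence ratio 0.5 to 1.5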;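 note: 0% = enzyme with DMSO and 100% = no enzyme wells; some results filed as inactive read as strong as hits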
Target sequence (Q9P0U3 419-644 limits assumed): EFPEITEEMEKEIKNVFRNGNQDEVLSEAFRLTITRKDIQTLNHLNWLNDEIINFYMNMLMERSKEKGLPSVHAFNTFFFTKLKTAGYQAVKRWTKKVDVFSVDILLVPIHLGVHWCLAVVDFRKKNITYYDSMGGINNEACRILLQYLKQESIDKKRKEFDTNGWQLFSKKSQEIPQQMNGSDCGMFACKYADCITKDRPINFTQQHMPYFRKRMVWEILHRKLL
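Material: hSENP1 catalytic domain, recombinant; medium: Tris pH 8 with BME, BSA, NP40 and catalase; compound: single concentration of 10 µM compound, 0.5% DMSO final; technique: FRET read of cyan and yellow fluorescence; timing: 50 min enzyme reaction, room temperature, light-protected; reagent: SFCypet-SUMO1-SFYpet substrate at 25 nM; control set: no-enzyme low, enzyme-DMSO high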
SENP8 block-2: human SENP8 protease inhibitors, primary screen, biochemical, fluorescence, Nedd8 protein substrate, uHTS; Sentrin-specific protease 8 (Homo sapiens), Q96LD8; recombinant SENP8; inhibition, % at 20 µM; actives 0.64% (n = 360,000); AID 602440, 2012; in the data active = inhibition mostly above about 40%, no sharp cut-off; inactive = mostly below about 27%
* marks the source's active call; other numbers are inactive results; i = inactive; & = joins results of further samples.

SMILES	UBC13 inh	HKDC1 inhibitor	MIN6 prolif	PfG6PD inh	SENP8 block-1	SENP6 inh	SENP7 inh	SENP1 FRET inh	SENP8 block-2
CCCC1(C(=O)OC)NC(c2cc(OC)c(OC)c(OC)c2)C2C(=O)N(CC)C(=O)C21 (stereo not drawn)	1	2	-3	4	-4	-8	9	1	18
O=C(Cn1c(COc2ccccc2)nc2ccccc21)Nc1cc(Cl)ccc1Cl	-14	8	-3	-15	-3	-5	1	1	25
Cc1ccc(C)c(OCC(O)CNC2CCCC2)c1 (stereo not drawn)	5	0	-1	-18	-3	-2	5	1	5
CCc1ccccc1NC(=O)C(C)n1nc([N+](=O)[O-])c(Br)c1C (stereo not drawn)	-2	13	-1	10	-2	-5	-5	2	6
COc1ccc(OC)c(-n2c(=S)[nH]c3cc(C(=O)N4CCC(C(N)=O)CC4)ccc3c2=O)c1	2	-2	0	5	-1	-8	2	1	12
COc1ccc(N(CC(=O)N/N=C(\C)c2ccc(C)cc2)S(=O)(=O)c2ccccc2)cc1	-8	-5	-2	11	-7	-3	-6	1	16
Cc1cccc(C(=O)NC(=S)Nc2ccccc2C(F)(F)F)c1	-1	-6	-1	29	-8	5	10	2	16
C/C(NCc1cccnc1)=C(\C#N)C(=O)NCc1ccccc1	6	5	-1	6	-6	7	2	2	25
O=C1NCCCc2c1no[n+]2[O-]	-15	-9	-1	-4	-5	-8	9	0	7
Cc1nnc(NC(=O)c2cccc(S(=O)(=O)N3CC(c4ccccc4)CC3=O)c2)s1 (stereo not drawn)	0	1	-3	-24	-12	-14	-18	0	15
CC(C)(C)NC(=O)c1ccccc1-c1nc2ccccc2s1	-1	-1	-1	38	-11	-25	-5	-2	-3
CCCC(=O)Nc1ccc(S(=O)(=O)Nc2cc(OC)ncn2)cc1	-2	-2	-5	5	-11	-17	10	-1	15
Cc1ccc(NC(=O)CCCN2C(=O)c3cccc4cccc(c34)C2=O)cc1	6	-12	0	-13	-6	-19	-10	1	-27
CC(=O)Nc1ccccc1C(=O)C(=O)Nc1ccc(C)c(F)c1	3	4	-1	17	-4	-5	-3	0	21
O=C(CO/N=C/c1ccc(OC(F)F)cc1)NC1CCCC1	-1	-2	-3	-27	4	-4	14	0	-9
COc1ccc(CNC(=O)CN2C(=O)CCSc3ccc(S(=O)(=O)N4CCCC4)cc32)cc1	0	2	1	9	6	14	0	4	10
O=C1C2C3C=CC(C3)C2C(=O)N1CN(Cc1ccccc1)CN1C(=O)C2C3C=CC(C3)C2C1=O (stereo not drawn)	5	-6	0	-9	-4	-7	-3	1	6
COC(=O)CSc1cnc2ccccc2n1	-5	-10	1	-7	-5	-5	-10	0	16
Cc1nc([N+](=O)[O-])c(Sc2nc3ccccc3[nH]2)n1Cc1ccccc1	-9	19	-2	22	-10	-6	-5	3	11
Cc1cccnc1NC(=O)CNC(=O)c1cccs1	-3	-3	3	2	1	5	2	-1	7
CC(=O)Nc1ccc(NC(=O)CSc2ncnc3sc(C)c(C)c23)cc1	2	-9	-1	-11	6	7	0	-1	8
Cc1nn(-c2ccccc2)cc1/C=N/NC(N)=S	10	-5	-1	3	7	1	4	2	5
CCCCn1c(N)c(N(CC)C(=O)c2ccc(Cl)c([N+](=O)[O-])c2)c(=O)[nH]c1=O	-5	-2	0	-18	-7	-32	-4	-6	2
O=S(=O)(NCCC1=CCCCC1)c1c(Cl)cccc1Cl	-4	3	-5	8	-6	-14	-9	-1	9
Cc1ccc(CNC(=O)c2ccc(S(=O)(=O)N3CCCCC3)cc2)cc1	1	-2	0	17	-3	-15	-8	3	10
COc1ccc(-c2cc(C(=O)OCC(=O)N3CCCC3)c3ccccc3n2)cc1	17	-2	-4	10	-8	1	6	-16	i
NC(=O)c1cc(C(=O)c2ccccc2Cl)c[nH]1	8	-12	1	-12	8	-6	6	0	3
Cc1ccc(-c2nc(NC(=O)c3nn(C)cc3[N+](=O)[O-])sc2C)cc1	1	-2	5	-4	0	4	6	1	12
Cc1ccccc1/C=C1\Sc2ccc(C(=O)N3CCN(c4ccccn4)CC3)cc2N(C)C1=O	6	0	-4	14	-1	3	-5	0	-6
CC(OC(=O)c1ccccc1Oc1ccccc1)C(=O)NC1CC1 (stereo not drawn)	-11	4	-3	3	-3	-10	-8	1	1

Copied from the list:
CCCCn1c(N)c(N(CC)C(=O)c2ccc(Cl)c([N+](=O)[O-])c2)c(=O)[nH]c1=O @ MIN6 prolif: 0
NC(=O)c1cc(C(=O)c2ccccc2Cl)c[nH]1 @ UBC13 inh: 8
Cc1ccc(-c2nc(NC(=O)c3nn(C)cc3[N+](=O)[O-])sc2C)cc1 @ SENP7 inh: 6
Cc1nn(-c2ccccc2)cc1/C=N/NC(N)=S @ SENP7 inh: 4
CC(OC(=O)c1ccccc1Oc1ccccc1)C(=O)NC1CC1 (stereo not drawn) @ SENP8 block-1: -3
CC(=O)Nc1ccc(NC(=O)CSc2ncnc3sc(C)c(C)c23)cc1 @ SENP6 inh: 7

Among those listed so far, 3 have an aryl thioether with sulfur outside any ring:
SMILES	UBC13 inh	HKDC1 inhibitor	MIN6 prolif	PfG6PD inh	SENP8 block-1	SENP6 inh	SENP7 inh	SENP1 FRET inh	SENP8 block-2
COC(=O)CSc1cnc2ccccc2n1	-5	-10	1	-7	-5	-5	-10	0	16
Cc1nc([N+](=O)[O-])c(Sc2nc3ccccc3[nH]2)n1Cc1ccccc1	-9	19	-2	22	-10	-6	-5	3	11
CC(=O)Nc1ccc(NC(=O)CSc2ncnc3sc(C)c(C)c23)cc1	2	-9	-1	-11	6	7	0	-1	8

Single records, as listed above. Values in the order: UBC13 inh | HKDC1 inhibitor | MIN6 prolif | PfG6PD inh | SENP8 block-1 | SENP6 inh | SENP7 inh | SENP1 FRET inh | SENP8 block-2
Listed for `CCCCn1c(N)c(N(CC)C(=O)c2ccc(Cl)c([N+](=O)[O-])c2)c(=O)[nH]c1=O` = -5 | -2 | 0 | -18 | -7 | -32 | -4 | -6 | 2
Listed for `NC(=O)c1cc(C(=O)c2ccccc2Cl)c[nH]1` = 8 | -12 | 1 | -12 | 8 | -6 | 6 | 0 | 3

More structures follow.
SMILES	UBC13 inh	HKDC1 inhibitor	MIN6 prolif	PfG6PD inh	SENP8 block-1	SENP6 inh	SENP7 inh	SENP1 FRET inh	SENP8 block-2
CC(C)CC(=O)Nc1ccc(N2CCOCC2)cc1	15	-8	-3	-16	6	-20	8	3	20
CC1=CC=CN2CC(O)CN=C12 (stereo not drawn)	10	2	-1	-18	-9	-4	-7	-1	-206
c1ccc(-c2nc(-n3nc4ccccc4n3)nc3ccccc23)cc1	28	2	-6	8	6	-4	-3	2	-390
C=CCc1cc(C=O)cc(OCC)c1O	-8	-8	-3	-8	-4	-9	4	-1	8
Cc1ccc(S(=O)(=O)N/N=C/c2cn(C)nc2C)cc1	-5	-6	2	-8	1	-2	0	3	11
CCn1c(C)nc2cc(C(=O)NNC(=S)Nc3ccc(Cl)cc3Cl)ccc21	-14	-10	-1	-26	-6	-5	-12	2	5
CC(OC(=O)CCCc1c[nH]c2ccccc12)C(=O)Nc1ccc(S(N)(=O)=O)cc1 (stereo not drawn)	6	-2	0	16	-9	-10	5	1	4
CCCCc1nnc(NC(=O)C2CCCO2)s1 (stereo not drawn)	3	-7	-2	-8	0	-22	0	-3	13
CCc1nc2sc(C(=O)O)c(N)c2c2c1CCCC2	36	11	-3	-42	-1	0	-1	3	8
NS(=O)(=O)c1cc2c(cc1Cl)NC(Cc1ccccc1)NS2(=O)=O (stereo not drawn)	-5	1	-4	-5	-5	-3	-8	2	21
CC(N)C12CC3CC(CC(C3)C1)C2 (stereo not drawn)	1&1	-2&-4	0&-3	2&-7	-2&8	-30&0	0&-2	1&1	22&1
CCCCCC(=O)Nc1ccc(Cl)cn1	4	-11	-3	-7	-13	-32	-15	1	4
CN(C)S(=O)(=O)c1ccc(NC(=O)COC(=O)Cn2[nH]c(=O)c3ccccc3c2=O)cc1	6	-2	0	1	-7	-8	7	0	9
CCOc1cc(NC(=S)NCCCN2CCOCC2)c(OCC)cc1NC(=O)c1ccc(OC)cc1	15	14	6	24	1	10	1	-25	-7
O=C(c1c(F)cccc1F)N(Cc1ccccn1)C1CCCC1	-14	-12	-4	5	-3	-24	-6	2	13
CC(C)Oc1ccc(C(=O)/C=C2/C(=O)Nc3ccccc32)cc1	6	8	-7	27	0	-15	5	0	4
CN(C1CCCCC1)S(=O)(=O)c1ccc(NC(=O)CCC(=O)O)cc1	-5	-3	0	-8	-7	-9	-2	-2	23
Cc1nn2c(NCc3ccccn3)c3c(nc2c1-c1ccccc1)CCC3	28	-5	-6	12	-2	-21	-7	0	-310
Cc1ccc(CSc2nnc(-c3cccnc3)n2N)cc1	6	-8	0	-8	-17	-9	-3	-3	10
Cc1c(C(=O)N2CCCC(C(F)(F)F)C2)oc2ccccc12 (stereo not drawn)	3	0	2	-5	0	-5	0	-1	-3
CCOC(=O)C1CCCN(C(=O)CN2C(=O)C(CC)Oc3ccc(C)cc32)C1 (stereo not drawn)	7	-7	-1	-12	-2	-6	2	2	0
O=C(CN1C(=O)NC2(CCCCCCC2)C1=O)N1CCOCC1	0	-13	-3	-3	-1	-6	-3	0	14
CC(=O)OC1COC(n2ccc3ccccc32)C(OC(C)=O)C1OC(C)=O (stereo not drawn)	-2	-4	-1	12	3	-10	-6	1	3
COc1cc(CN2CCN(C(=O)CC(C)C)CC2)cc(OC)c1OC	-4	0	1	-9	-1	1	-7	1	27
C/C(=N\NC(=O)c1nnn(-c2nonc2N)c1C)c1ccc(-c2ccccc2)cc1	-12	-2	1	-8	1	-38	-5	-4	-5

Assay outcomes from PubChem.

An unsorted share of the library. Share with any hit: about 4%.
